# Screens deposited in PubChem by The Scripps Research Institute Molecular Screening Center.
# OX1R antag-1: OX1R (HCRTR1) antagonists, primary screen, fluorescence, CHO/OX1R cells, Fluo-8 calcium, orexin A. inhibition, % at 5 µM. Orexin/Hypocretin receptor type 1 (Homo sapiens), O43613. actives 0.43% (n = 330,000). Fluo-8 calcium fluorescence. AID 434989, 2010;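 active = inhibition above its plate's threshold, mean inhibition of all tested compounds on the plate plus 3 SD, cut at about 37% in these data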;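 also: 0% = orexin A challenge wells and 100% = SB-334867-A antagonist wells; not every result past the cut was called active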
# Target sequence (O43613 whole entry, looked up): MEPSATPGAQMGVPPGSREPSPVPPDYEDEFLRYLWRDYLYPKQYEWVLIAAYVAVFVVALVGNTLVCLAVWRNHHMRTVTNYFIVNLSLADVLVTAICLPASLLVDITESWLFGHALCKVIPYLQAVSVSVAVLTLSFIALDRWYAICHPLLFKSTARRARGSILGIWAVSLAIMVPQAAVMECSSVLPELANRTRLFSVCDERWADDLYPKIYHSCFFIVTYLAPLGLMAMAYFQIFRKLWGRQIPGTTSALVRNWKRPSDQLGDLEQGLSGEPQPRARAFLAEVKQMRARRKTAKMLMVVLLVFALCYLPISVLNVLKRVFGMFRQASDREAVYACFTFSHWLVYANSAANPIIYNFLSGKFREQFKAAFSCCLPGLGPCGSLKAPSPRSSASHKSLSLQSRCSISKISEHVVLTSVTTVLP
# OX1R antag-2: antagonists of human orexin 1 receptor (OX1R); OX1R-expressing cells, FRET antagonist read-out; inhibition, % at 6.6 µM; actives 1.8% (n = 330,000); AID 485270, 2010; in the data active = inhibition mostly above about 38%, no sharp cut-off; inactive = mostly below about 40%;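 also: 0% = agonist challenge alone and 100% = reference antagonist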
# An asterisk follows results filed as active; & = joins results of further samples.
SMILES,OX1R antag-1,OX1R antag-2
Cc1ccc(S(=O)(=O)N2CCC(C(=O)OCCOc3ccccc3)CC2)cc1C,-19,15
Cc1c(C(=O)NC2CCCc3ccccc32)oc2ccc(S(=O)(=O)N3CCCC3)cc12 (centres undefined),-18,6
CCN(CC(=O)Nc1ccc(NC(C)=O)cc1)C(=O)Cc1c(Cl)cccc1Cl,-14,39
CC(=O)c1c(C)[nH]c(C(=O)OCC(=O)Nc2ccc(C)cc2[N+](=O)[O-])c1C,10,39
O=C(Nc1cccc(F)c1)N1CC=C(c2ccc(Cl)cc2)CC1,11,26
Cc1oc(-c2ccc(Cl)cc2)nc1CN1CCC(C(=O)NCCCN2CCCC(C)C2)CC1 (centres undefined),-9,10
COc1ccccc1/C=C/C=N/N1CCN(c2ccccn2)CC1,-9,6
CC(C)C(=O)Nc1ccc([N+](=O)[O-])c(C(F)(F)F)c1,-7,23
CC1(c2ccccc2)NC(=O)N(CC(=O)Nc2cc(Cl)ccc2N2CCOCC2)C1=O (centres undefined),-37,-4
C/C(=N\NC(=O)c1c(Br)c(C)nn1C)c1ccc(NC(=O)c2ccoc2C)cc1,-31,41
Cc1cc(OCC(=O)Nc2ccccc2C(N)=O)c2c(C)cc(=O)oc2c1,-20,9
COc1ccc(NC(=S)N/N=C2\CC(C)(C)Oc3ccc(OC)cc32)cc1,-5,22
COc1cc(/C=C/C(=O)OCC(=O)N2CC3(C)CC2CC(C)(C)C3)ccc1O (centres undefined),-23,18
CC(=O)c1ccccc1OCCCCN1CCCCC1,-16,16
COc1ccccc1CNC(=O)CCCn1nc(C)c2c(C)n(-c3ccc(C)cc3)nc2c1=O,-40,13
CN(CCC#N)C(=O)COC(=O)[C@H](Cc1ccccc1)N1C(=O)c2ccccc2C1=O,-4,-9
O=S(=O)(NCc1ccccc1)c1ccc(S(=O)(=O)N2CCCC2)cc1,-1,37
O=C(Nc1ccc2c(c1)OCO2)N1CCCC1,-4,16
CCCOc1nnnn1-c1ccccc1,-16,19
CCC(=O)Nc1ccc(Cl)c(NC(=S)NC(=O)c2cc3ccccc3o2)c1,-26,6
CC(=O)Nc1ccc(C(=O)NNC(=O)Cc2ccccc2)cc1,-1,6
Cn1cnc2c(N3CCCCC3)nccc21,-2,8
Cc1ccc(Cn2cc(C(=O)c3ccc(F)cc3)c(=O)c3cc4c(cc32)OCCO4)cc1,-10,15
CCOc1ccc2nc(N/C(N)=N/C(=S)Nc3cccc(C)c3)nc(C)c2c1,-19,3
CNC(=O)c1sc(Nc2cc(C)ccc2C)nc1C,-27,27
# More compounds.
SMILES,OX1R antag-1,OX1R antag-2
O=C(NC1CCS(=O)(=O)C1)c1cccs1 (centres undefined),-10,6
OCC1OC(Oc2cccc3ccccc23)C(O)C(O)C1O (centres undefined),18,-5
O=c1cc(CN2CCOCC2)nc(C2CC2)[nH]1,-7,-6
Cc1ccc(-n2c(SCCN)nnc2-c2cccc(C)c2)cc1,-26,10
CCOc1ccccc1NC(=O)Cn1nc(-c2ccco2)ccc1=O,7,12
CCOc1ccc(NC(=O)Cn2cc(C(=O)CC)c3ccccc32)cc1,-14,3
CC1(C)CC(=O)C=C(c2ccc3c(c2)OCO3)C1,-23,46
CCN1CCC(NC(=O)Nc2cc(Cl)ccc2OC)CC1,-2,7
CCn1cnc2cc(NCc3ccc(C)cc3)ccc21,-5,10
CC(=O)OCC(=O)Nc1ccc(Cl)cc1Cl,-16,5
C=CCn1nnnc1-c1cc(Cl)cc(Cl)c1,-13,7
CCCCNC(=S)NNC(=O)c1csc2c1CCC(C)C2 (centres undefined),-16,7
COc1cccc(OCC(O)CN2CCN(c3ccc(Cl)cc3)CC2)c1 (centres undefined),-24,1
COc1ccccc1N=NC1C(=O)N(C(N)=S)N=C1C (centres undefined),-11,11
CCC(=O)Nc1cc(C)c(NC(=O)c2ccco2)cn1,-11,13
COCCNC(=O)c1ccc2c(=O)n(Cc3ccco3)c(SCC(=O)NC3CCCC3)nc2c1,-29,7
COc1ccc(COc2ccccc2C(N)=O)cc1F,-12,14
CCOC(=O)c1cc(S(=O)(=O)N2CCN(C(=O)OCC)CC2)cn1C,-16,10
Cn1c(CNc2ccccc2)cc(=O)n(C)c1=O,-15,21
CC(=O)c1ccc(Cc2ccc(C(C)=O)cc2)cc1,-9,7
COc1cccc(CN(C)CC(=O)NC(=O)NCc2ccco2)c1,-16,7
COc1ccc(C(=O)NC(=S)NNC(=O)c2cnccn2)cc1,-4,12
COc1cccc(C2c3[nH]c4ccccc4c3C[C@H]3C(=O)N(CCCCCO)CC(=O)N23)c1 (some centres undefined),-23,-7
C=C1C[C@]23C[C@@]1(O)CC[C@H]2[C@@]12C=C[C@H](O)[C@@](C)(C(=O)O1)[C@H]2[C@@H]3C(=O)O,2&-16,6&9
CC(=O)NC12CC3CC(C1)CC(C(=O)N1CCN(S(=O)(=O)c4cccs4)CC1)(C3)C2,-6,-4

# 6 records drawn at random from those above:
SMILES,OX1R antag-1,OX1R antag-2
CCC(=O)Nc1cc(C)c(NC(=O)c2ccco2)cn1,-11,13
CC1(C)CC(=O)C=C(c2ccc3c(c2)OCO3)C1,-23,46
Cn1c(CNc2ccccc2)cc(=O)n(C)c1=O,-15,21
Cc1ccc(-n2c(SCCN)nnc2-c2cccc(C)c2)cc1,-26,10
OCC1OC(Oc2cccc3ccccc23)C(O)C(O)C1O (centres undefined),18,-5
COc1ccccc1N=NC1C(=O)N(C(N)=S)N=C1C (centres undefined),-11,11

# Further records follow:
SMILES,OX1R antag-1,OX1R antag-2
CC1CCC2C(=O)N(c3cccc(OS(=O)(=O)c4ccccc4)c3)C(=O)C2C1 (centres undefined),-24,26
CCCc1cc(C(=O)NCCc2ccccc2)no1,-9,25
Nc1nnc(SCC(=O)Nc2cc(F)ccc2F)s1,-10,8
COc1cc(-c2nnc(SCC(=O)N3CCCC3)o2)cc(OC)c1OC,-27,27
O=C(Nc1ccccc1C(F)(F)F)c1ccsc1,-11,-3
Cc1cc(OCc2cc3c(cc2Cl)OCO3)c2c(C)cc(=O)oc2c1,-13,5
CC(C)[C@H](NC(=O)c1ccccc1Cl)C(=O)OCC(=O)Nc1ccc(S(=O)(=O)N2CCOCC2)cc1,-14,10
CCOc1ccc(N(CC(=O)Nc2ccc(OC)cc2OC)S(=O)(=O)c2c(C)[nH]c(=O)[nH]c2=O)cc1,-16,21
COc1cccc(SCc2noc(C(=O)NC(C)C)c2C(=O)O)c1,-9,9
O=S(=O)(Nc1ccc(Cl)cn1)c1ccccc1,-10,11
Fc1cccc(CSc2ccc3nnc(-c4cccnc4)n3n2)c1,-26,33
COc1cccc(NC(=O)c2cc(-c3ccc(OC)cc3OC)nc3ccccc23)c1,-19,7
Cc1cc(C)c(C)c(S(=O)(=O)N2CCN(C(=O)c3cc(S(=O)(=O)N4CCOCC4)ccc3F)CC2)c1C,-16,6
O=C(COC(=O)c1cnc(Cl)c(Cl)c1)NCc1cccs1,-9,16
O=c1[nH]cnc2scc(-c3ccccc3)c12,3,9
N#C/C(=C\c1ccc(OCc2cccc(C(=O)O)c2)cc1)C(=O)NCc1ccco1,-9,16
COc1cccc(CN(C)CC(=O)Nc2ccccc2C(C)C)c1,-45,24
COc1c(F)c(F)c(C(=O)Nc2ccc3oc(-c4ccncc4)nc3c2)c(F)c1F,-9,19
CCN1CCC[C@H]1CNC(=O)c1c(OC)ccc(Br)c1OC,-17,14
COc1ccc(NC(=O)COC(=O)CO/N=C(\C)c2ccc3c(c2)OCO3)cc1S(N)(=O)=O,3,8
COC(=O)c1ccc(NC(=O)C(=O)N2CCN(C(=S)NCCc3ccccc3)CC2)cc1,-1,3
O=C(Nc1cccc(Cl)c1)c1ccc2ncsc2c1,-23,1
CCc1ccc(NC(=O)c2cnc3scc(C)n3c2=O)cc1,-4,6
CC(Sc1ccc(Cl)cc1)C(=O)Nc1ccccc1-c1ccccc1 (centres undefined),-33,10
Cc1ccc2nsnc2c1S(=O)(=O)NC1CC1,3,14
# Carrying on.
SMILES,OX1R antag-1,OX1R antag-2
CCCCOc1ccc(C2=CSC3=NCCN23)cc1[N+](=O)[O-],-16,2
COc1ccc2nc(NC(=O)C34CC5CC(CC(NC(C)=O)(C5)C3)C4)sc2c1,-25,10
CCOC(=O)C1=C(Nc2ccc(OC)cc2)OCC1=O,5,7
O=C(NNC1CC(=O)N(c2ccc3c(c2)OCCO3)C1=O)c1ccc(Cl)cc1 (centres undefined),-12,5
CSc1ccc(S(=O)(=O)NCC(=O)OCC(=O)NCc2ccco2)cc1[N+](=O)[O-],-9,44
C#CCOCCOCCOCCNc1nc(N2CCN(C(=O)[C@H](CCCCN)n3cc(CCCC)nn3)CC2)nc(N2CCN(C(=O)[C@H](CCCCN)n3cc(CCC(=O)O)nn3)CC2)n1,3,9
O=C(Nc1ccccc1N1CCOCC1)c1ccc(Cl)c(S(=O)(=O)N2CCCC2)c1,-46,3
Cc1nc2c(cc1C(=O)N/N=C/c1ccc([N+](=O)[O-])cc1)c(=O)n(C)c(=O)n2C,-14,8
Cc1cc(-c2ccccc2)nc(N(C)N)c1S(C)(=O)=O,-5,24
CCOC(=O)c1cc(-c2ccccc2)nn1CC1CC(c2ccc(OC)cc2)=NO1 (centres undefined),1,9
O=C(Nc1ccccc1Cl)C1CCCN1C(=O)OCc1ccccc1 (centres undefined),-17,5
Cc1ccc(OCn2c(=O)sc3ccccc32)cc1,-32,11
CC1CCN(C(=O)CN(Cc2ccccc2)S(C)(=O)=O)CC1,-12,-7
O=C(COC(=O)[C@@H]1CCCN1C(=O)c1cccs1)Nc1ccc(F)cc1[N+](=O)[O-],-19,64*
Cc1cc(C(F)(F)F)n(-c2nc(C(=O)NNS(=O)(=O)c3ccccc3[N+](=O)[O-])cs2)n1,-39,31
CCCCc1c(O)nc(SCC(=O)N2CCCCCC2)[nH]c1=O,-24,6
O=S(=O)(Nc1ccc2c(c1)nc1n2CCOC1)c1ccccc1,-2,1
N#Cc1cc(NC2CCCC2)c([N+](=O)[O-])cc1C#N,-23,45
O=C(CN(C1CCCCC1)C1CCCCC1)N1CCc2ccccc2C1,-39,21
CC(C)N(C(=O)CSc1ccc(S(=O)(=O)N2CCCCC2)cn1)C(C)C,0,9
CC1(c2nnc(-c3ccncc3)o2)CC(c2ccc(Cl)cc2)=NO1 (centres undefined),-3,30
Cc1cccc(-c2nnc(SCc3cc(=O)[nH]c4ccccc34)n2C)c1,-3,11
CN(c1cccc(NC(=O)CN(c2cccc(F)c2)S(C)(=O)=O)c1)S(C)(=O)=O,1,5
Cc1c(NC(=O)C2CCCCC2)cc(C(=O)N2CCOCC2)cc1[N+](=O)[O-],14,36
CCC(CC)NC(=O)CON=C1c2ccccc2-c2ccccc21,-13,51*

# 6 of the compounds above, bar-delimited:
SMILES | OX1R antag-1 | OX1R antag-2
O=C(CN(C1CCCCC1)C1CCCCC1)N1CCc2ccccc2C1 | -39 | 21
O=C(NNC1CC(=O)N(c2ccc3c(c2)OCCO3)C1=O)c1ccc(Cl)cc1 (centres undefined) | -12 | 5
Cc1nc2c(cc1C(=O)N/N=C/c1ccc([N+](=O)[O-])cc1)c(=O)n(C)c(=O)n2C | -14 | 8
N#Cc1cc(NC2CCCC2)c([N+](=O)[O-])cc1C#N | -23 | 45
O=S(=O)(Nc1ccc2c(c1)nc1n2CCOC1)c1ccccc1 | -2 | 1
Cc1cc(C(F)(F)F)n(-c2nc(C(=O)NNS(=O)(=O)c3ccccc3[N+](=O)[O-])cs2)n1 | -39 | 31

# Carrying on:
SMILES,OX1R antag-1,OX1R antag-2
COc1cccc(N(C(C)=O)c2nc(C)cc(C)c2C#N)c1,-2,7
CCOc1ccc(/C=N/NC(=O)CSc2ccccn2)cc1O,-2,5
CCc1c(O)nc(SCC(=O)N(CC)CC)[nH]c1=O,10,15
Cc1ccc(C)c(-n2nnnc2Sc2nc([N+](=O)[O-])nn2C)c1,-18,24
CCCn1c(C(O)c2ccc3c(c2)OCO3)nc2ccccc21 (centres undefined),-6,38
C/C(=N\Nc1nc(C)cc(-c2ccccc2)n1)c1cccc(N)c1,-25,26
CSc1cc(C)nc(N(C)C(C)=O)n1,-12,13
CCCn1c(COc2ccccc2OC)nc2ccccc21,-14,52
COC(=O)c1cccc(NC(=O)C23CC4CC(C2)CC(n2cncn2)(C4)C3)c1,-20,26
C=CCNc1nnc(Cl)c2ccccc12,-8,-3
Cc1sc2nc(SCc3nnc(-c4cccs4)o3)n(C3CCCC3)c(=O)c2c1C,-32,23
COc1cc(/C=N/Nc2ccccc2)ccc1OC(=O)c1cccs1,-18,6
NC(=O)CCS(=O)(=O)CCN1CCCCC1,-6,1
O=C(CN1C(=O)C2C3C=CC(C3)C2C1=O)N1CC(=O)N(CCc2ccccc2)C(=O)C1 (centres undefined),-10,16
O=C(NCC(O)c1ccc([N+](=O)[O-])cc1)c1cccc(S(=O)(=O)N2CCOCC2)c1 (centres undefined),-2,23
CCN1C(=O)/C(=C/N2CCc3ccccc32)SC1=S,-10,3
CC(C)OP(=O)(OC(C)C)C(NC(=O)c1cccc([N+](=O)[O-])c1)C(N)=O (centres undefined),-5,39
Cc1ccc(S(=O)(=O)N[C@@H](CO)C(=O)N[C@@H](Cc2ccc(O)cc2)C(=O)O)cc1,-3,-3
Nc1ccc2nc(SCc3ccc([N+](=O)[O-])cc3)sc2c1,-17,13
COc1cccc(CNC(=O)c2ccc(NS(=O)(=O)c3ccc4[nH]c(=O)[nH]c4c3)cc2)c1,6,-2
CC(=O)O[C@H]1CC[C@@]2(C)[C@@H](CC[C@H]3[C@@H]4CC[C@H](C(C)O)[C@@]4(C)CC(=O)[C@@H]32)C1 (some centres undefined),-27,11
Cc1ccc(NC(=O)C2CCN(C(=O)N3CCOc4ccccc43)CC2)cc1,-20,-3
Cc1ccc(S(=O)(=O)N2CCN(C(=O)C3Cc4ccccc4CN3C(=O)c3ccco3)CC2)cc1 (centres undefined),-21,18
CC(=O)Nc1ccc(S(=O)(=O)N2CCN(CCCOc3ccccc3Cl)CC2)cc1,-6,16
